Platelet DG rel: inhibitors of platelet dense granule secretion, primary screen, cell-based, MLPCN, human platelets | human platelet-rich plasma, SFLLRN dense granule ATP release, luminescence | inhibition, %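 (compounds screened at 7.5 µM in platelet-rich plasma)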 | 0.22% of 300,000 active;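 active means mean replicate score, as percent of positive control, at or above 50; inconclusive means mean below 50 but at least one replicate at or above 50; inactive means mean and every replicate below 50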
aSyn UTR inh: MLPCN primary screen, SNCA 5' untranslated region | alpha-synuclein 5'UTR reporter, inhibitor activity | inhibition, % (tested at 7.5 µM) | 0.82% of 300,000 active | AID 1813, 2009; in the data active means inhibition above about 60%; inconclusive means no clear call, values can overlap the other calls;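 further: H4 neuroglioblastoma cells stably carrying SNCA 5'UTR luciferase fusion; 0% = DMSO wells and 100% = positive control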
IEC-6 tox: cytotoxicity in IEC-6 intestinal epithelial cells, primary screen, cytotoxicity control for KLF5 inhibitor project, cell-based, luminescence | 0.78% of 290,000 active | inhibition, % at 5 µM | AID 1825, 2009 | IEC-6 cytotoxicity, luminescence viability; in the data active means inhibition above about 22%;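 further: 0% = plate median of test compound wells and 100% = cytotoxic reference compound wells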
HSP90 refold inh: HSP90 inhibitors, primary screen, cell lysate, luminescence | Heat shock protein HSP 90 (rabbit reticulocyte lysate; luciferase refolding) | 0.91% of 290,000 active | Rabbit reticulocyte lysate, luciferase refolding luminescence, 3 h | inhibition, % at 5.6 µM;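 active means inhibition above the screen-wide mean plus 3 SD, computed separately per campaign, cut at about 16% in these data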;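 further: 0% = DMSO wells and 100% = 60 µM geldanamycin wells; inhibitors lower the luminescence because luciferase stays unfolded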
HSF-1 act: HSF-1 activators, primary screen, NIH3T3-HGL cells, MG132 stress, luminescence, single point | NIH3T3-HGL HSF-1 luciferase reporter, 8 h; 100% = twice DMSO control signal | activation, % at 9 µM | 1.7% of 300,000 active | AID 504408, 2011;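 active means mean replicate activation of at least 50% with a set share of replicates each reaching 50%; inconclusive means only one of those two conditions met; inactive means mean below 50% and too few replicates reaching it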;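 further: 0% = median of the neutral control wells and 100% = twice that signal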
HSF1 inh: HSF1 inhibitors in luciferase reporter cells, primary screen, cell-based, NIH3T3, luminescence. NIH3T3-HGL HSE-luciferase, MG132-induced, luminescence 8 h; stronger effect = lower value. activity change, negative = inhibition, % at 7.5 µM (by protocol). 0.77% of 300,000 active;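 active means more than half of replicate wells show activity change below -50%, luminescence cut by over half; inconclusive means some wells, but at most half, below -50%; inactive means no replicate well below -50%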;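 further: luciferase reports HSF-1 transcriptional activity via heat shock element; 0% = median of DMSO wells and -100% = zero luminescence signal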
KLF5 inh: KLF5 expression inhibitors, primary screen, DLD-1 cells, luminescence | AID 1700, 2009 | DLD-1 KLF5 promoter-luciferase reporter | 0.23% of 290,000 active | inhibition, % at 5 µM;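 active means inhibition above a per-plate limit of that plate's mean compound inhibition plus 3 SD, cut at about 60% in these data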;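 further: 0% = DMSO wells and 100% = LY294002 at 200 µM; higher means less KLF5 promoter-driven luciferase light; inactives centre near -14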
SKKanGAS inh: S. pyogenes SKKanGAS growth inhibitors in kanamycin, primary screen, streptokinase expression inhibitor project, SKKanGAS strain, BacTiter-Glo luminescence; 1.3% of 300,000 active; inhibition, % at 7.5 µM; AID 1662, 2009; 6 h;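 active means mean replicate score, as percent of positive control median, at least 50; inconclusive means mean below 50 but one replicate at or above 50; inactive means mean and every replicate below 50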;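 further: strain carries kanamycin resistance gene driven by streptokinase promoter and grows in 40 µg/ml kanamycin; loss of luminescence reflects streptokinase promoter inhibition or plain growth inhibition; 0% = median of DMSO wells and 100% = positive control at its reference dose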
AI-2 QS mod: Vibrio harveyi AI-2 quorum sensing modulators, primary screen, JMH597 strain, luminescence/OD600 ratio. 0.4% of 300,000 active. Vibrio harveyi JMH597 AI-2 luminescence/OD600 ratio, 9 h; stronger effect = lower value; strain lacks LuxN and CqsS sensors; 0 = neutral-control median. AID 2094, 2009. activity change, % at 7.5 µM; in the data active means activity change below about -75%, passing the limit was not always enough; inconclusive means no clear call, values can overlap the other calls;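 further: luminescence divided by OD600 gain over 9 h not by final OD600 alone; inactives centre near 13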
HIF activator: HIF pathway transcriptional activators, primary screen, cell-based, U2OS HRE-luciferase, luminescence | AID 1910, 2009 | 0.32% of 300,000 active | activation, % at 7.5 µM (by protocol) | U2OS HRE-luciferase reporter; normalized: DMSO 0%, desferrioxamine 100%;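 active means mean activation of at least 10% of the iron chelator positive control signal, with at least half of replicates also reaching 10%; inconclusive means mean and replicate majority disagree about reaching 10%; inactive means mean and most replicates under 10%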
* = called active by the depositor; ? = inconclusive; nt = no result given.

Below each SMILES – Platelet DG rel | aSyn UTR inh | IEC-6 tox | HSP90 refold inh | HSF-1 act | HSF1 inh | KLF5 inh | SKKanGAS inh | AI-2 QS mod | HIF activator
(1) Cc1nnc(NC(=O)C2C3C=CC(O3)C2C(=O)O)s1 (stereo not given)
    0.8 | 9.7 | -3.5 | -4.3 | 7.3 | -6.5 | -36.0 | 2.2 | 25.7 | -0.2
(2) COc1cccc(NC(=O)Cn2nnc(C(=O)NCc3cccs3)c2N)c1
    -3.6 | 18.1 | -2.8 | -0.2 | 3.7 | -0.6 | -11.2 | 5.2 | 43.7 | 0.0
(3) Cc1cccc(NC(=O)c2ccccc2O)c1C
    5.5 | -173.9 | 4.2 | 0.4 | 123.9* | 67.6 | -169.6 | -3.4 | 6.5 | 1.6
(4) CC(C)(C)c1nc(SCC(=O)Nc2nc3c(s2)CCCC3)c2ccccc2n1
    -4.4 | 40.7 | 5.7 | 0.9 | 2.7 | 3.8 | -5.7 | 18.8 | 18.9 | nt
(5) COc1cc(OC)cc(-c2cc(NC(C)=O)n[nH]2)c1
    -5.2 | -17.1 | 1.2 | -5.0 | 12.7 | 5.9 | -3.2 | -1.3 | 20.0 | 0.4
(6) COc1cccc(NC(=O)CSc2nnc(CNC(=O)c3ccco3)n2C)c1
    -9.5 | -4.9 | nt | nt | -1.6 | -0.4 | nt | 12.9 | 19.8 | 0.1
(7) O=C(O)c1ccc2c(=O)[nH]c(CCl)nc2c1
    -2.6 | 5.9 | -1.5 | -2.7 | 2.1 | -6.1 | -3.7 | 7.2 | 29.2 | -0.3
(8) COc1ccc(N2C(=O)CCC2(C(N)=O)c2ccccc2)cc1 (stereo not given)
    1.1 | 6.3 | 7.2 | 2.9 | -10.8 | -4.8 | -5.7 | -0.8 | 17.3 | -0.4
(9) COc1ccc(/C=N/NC(=O)c2[nH]c3ccc(Br)cc3c2-c2ccccc2)cc1
    2.3 | 79.8* | 73.3* | 5.3 | -27.7 | 1.3 | 81.7* | 17.3 | 27.7 | 0.6
(10) CC(C)N(C1=N/C(=C\c2ccco2)C(=O)N1c1ccccc1)C(C)C
    1.6 | -3.9 | -3.4 | 1.1 | 0.5 | 3.7 | -13.6 | -3.2 | 0.6 | 0.1
(11) CS(=O)(=O)N1CCN=C1SCc1ccc([N+](=O)[O-])cc1
    -4.9 | 23.3 | -4.0 | 0.8 | 5.5 | -1.4 | -6.6 | -9.9 | -2.0 | -0.5
(12) COc1cc(C(=O)N/C(=C\c2cn(S(=O)(=O)N(C)C)c3ccccc23)C(=O)N2CCCC2)cc(OC)c1OC
    4.6 | -0.6 | 2.7 | -5.9 | 0.6 | -5.1 | -17.1 | 1.4 | 5.1 | -0.4
(13) O=[N+]([O-])c1ccc2nc(CCCO)[nH]c2c1
    2.4 | -0.6 | -1.4 | -1.9 | 1.5 | 0.3 | -13.8 | 5.0 | 27.5 | 0.1
(14) COC(=O)N/N=C(\C)c1ccc2ccccc2c1OC(F)F
    -2.4 | -9.3 | -5.6 | -1.3 | -0.4 | -2.0 | -4.8 | -2.4 | 28.5 | -0.3
(15) Cc1ccc(C(=O)c2ccccc2C(=O)OCC(=O)Nc2ccc(SC(F)F)cc2)cc1
    17.3 | -4.7 | -1.0 | 2.2 | 27.5 | -5.2 | -6.0 | 7.1 | 23.9 | -3.6
(16) COc1ccc(C(=O)CC(=O)C(=O)Nc2ccccc2Cl)cc1
    -0.2 | -20.5 | 6.5 | 0.2 | 12.9 | 2.8 | -43.0 | 56.1* | -32.5 | 0.1
(17) Cc1cccc(CN(CC(=O)N/N=C/c2cccs2)S(=O)(=O)c2ccc(Cl)cc2)c1
    -5.3 | 20.3 | 1.2 | 4.9 | 11.4 | 8.2 | -24.0 | 17.7 | 22.4 | -0.1
(18) Cc1ccc(N2C(=O)CC(C)CC2=O)cc1
    -1.8 | 3.2 | 0.3 | 1.1 | -1.5 | 2.7 | -42.3 | 4.5 | 13.0 | 0.1
(19) O=S(=O)(NCCSCc1ccc(Cl)c(Cl)c1)c1ccc2c(c1)OCCO2
    -1.4 | 10.9 | 2.8 | 7.1 | -6.4 | -1.7 | -36.2 | 12.8 | 18.1 | -0.4
(20) COc1ccc(CNC(=O)CN(c2cccc([N+](=O)[O-])c2)S(C)(=O)=O)cc1
    15.2 | -11.4 | -6.6 | -1.2 | -5.4 | -3.2 | -36.9 | 6.1 | 16.3 | 0.2
(21) Cc1cc(C)cc(NC(=O)CS(=O)(=O)c2cccc3nsnc23)c1
    -16.8 | 15.2 | 7.7 | 2.8 | -15.6 | 4.1 | -11.4 | -4.4 | 18.1 | -0.3
(22) OC(COc1ccccc1)CN1CCN(CC(O)COc2ccccc2)CC1 (stereo not given)
    -3.5 | 4.7 | -1.9 | 2.3 | -3.2 | -6.5 | -16.9 | -7.8 | 4.3 | -0.9
(23) O=C(c1ccc2c3n(nc2c1)-c1ccc(Cl)cc1CO3)N1CCCCC1
    0.9 | -138.3 | nt | nt | 6.3 | 12.1 | nt | 4.2 | -42.4 | 5.3
(24) Cc1nc2nc(SCC(=O)NCCCN3CCOCC3)nn2c(C)c1Cc1ccccc1
    9.9 | 1.4 | 2.0 | -3.7 | 31.3 | 1.9 | -3.3 | -3.1 | -0.7 | -0.3
(25) CC(C)n1nc(C(=O)Oc2cc(Cl)ccc2Cl)c2ccccc2c1=O
    -3.8 | 4.5 | 4.2 | -8.1 | 5.9 | -8.8 | -22.8 | 6.2 | 14.4 | -0.1
(26) CC(C)CCNC(=O)C1CCN(S(=O)(=O)c2ccc3c(c2)CCC(=O)N3)CC1
    -0.9 | 5.7 | 1.4 | -0.2 | 4.6 | -3.3 | -13.8 | 0.6 | 16.4 | nt
(27) COC(=O)C(C)Sc1nc2ccsc2c(=O)n1Cc1ccccc1 (stereo not given)
    -3.2 | 21.5 | 7.5 | 0.6 | -10.8 | -0.3 | 3.9 | 3.9 | 8.6 | -0.8
(28) COc1ccc(/C=N/NC(=O)c2cccc(C(=O)N/N=C/c3ccc(OC)cc3)n2)cc1
    16.6 | -5.1 | 0.1 | -1.8 | 18.9 | 6.7 | -39.5 | -2.5 | 15.6 | 2.4
(29) Cc1cc(Cl)ccc1NC(=O)CN1C(=O)NC2(CCCC2)C1=O
    -2.3 | 8.9 | -1.3 | 1.9 | -10.6 | -7.2 | -2.8 | -3.3 | 2.2 | -0.6
(30) C=CCCC(=O)N1CCC(n2nccc2NC(=O)c2ccc(OC)cc2)CC1
    -0.9 | -9.5 | -8.1 | -3.3 | 9.8 | 2.5 | -35.7 | 1.6 | 18.6 | 1.2
(31) Cn1c(SCC(=O)N2CCCC2)nnc1-c1ccc2c(c1)OCO2
    -4.1 | -12.5 | 5.9 | 0.8 | 25.0 | 3.2 | -22.2 | -7.0 | -9.1 | 0.0
(32) Cc1cc2c(c(=O)n1Cc1ccccn1)C(C(C)C)C(C#N)=C(N)O2 (stereo not given)
    -3.6 | 9.1 | -3.0 | 0.7 | -2.0 | -3.4 | -9.7 | -10.4 | 5.6 | -0.5
(33) O=C(CC1C(=O)NCCN1C(=O)Nc1ccccc1)Nc1cccc(C(F)(F)F)c1 (stereo not given)
    -0.7 | 23.6 | 7.9 | -2.5 | -7.3 | 7.0 | -42.9 | -1.5 | 22.1 | -0.7
(34) COc1ccc(CNC(=O)CN(c2ccc(OC)c(Cl)c2)S(=O)(=O)c2ccc(C)cc2)cc1
    -13.1 | 7.9 | 0.3 | 6.5 | -6.7 | -4.0 | -36.8 | -2.0 | 1.3 | -0.3
(35) COC(=O)COc1ccc(=O)n(-c2ccccc2)n1
    -6.6 | -1.5 | -0.2 | -1.5 | -15.0 | 3.1 | 0.6 | 1.1 | 4.2 | -1.9
(36) CCC(C)(c1ccc(C(=O)OC)s1)c1ccc(C(=O)OC)s1
    0.2 | 23.1 | 1.0 | 4.2 | 6.2 | -2.1 | -13.4 | 0.1 | 30.9 | -0.7
(37) c1cncc(-c2nc3cc4ccccc4cc3[nH]2)c1
    6.9 | -78.9 | 1.3 | 2.4 | ? | 13.4 | -64.0 | -4.7 | -7.9 | nt
(38) CCN(CC)C(=O)c1ccccc1NC(=O)c1cccc(S(=O)(=O)N(CC)CC)c1
    3.3 | 17.4 | -5.5 | -3.2 | 18.7 | -0.7 | -15.9 | -2.2 | 17.7 | 0.1
(39) Cc1cc(Nc2ccc3c(c2)OCCO3)c2ccccc2n1
    -12.1 | 14.6 | 8.7 | -1.2 | nt | nt | -9.2 | 1.0 | 22.8 | nt
(40) C=CCOC(=O)c1ccc(-n2cnc(C)n2)nc1
    6.6 | 3.9 | 0.7 | 0.4 | 2.7 | -4.8 | -23.4 | 0.3 | 17.4 | 0.1
(41) COc1ccccc1CNC(=O)COc1ccc(C)nc1[N+](=O)[O-]
    3.1 | 26.0 | 3.2 | 0.1 | -15.6 | -7.5 | -17.3 | 9.0 | 5.7 | 0.2
(42) COc1ccc2c(c1)CCc1c-2nc2ccccc2c1N1CCOCC1
    -5.0 | -86.8 | 11.7 | 0.8 | 37.2 | 10.3 | -19.1 | 5.1 | 25.7 | 5.0
(43) COc1ccc(Cc2nn3c(Cn4nnc5ccccc54)nnc3s2)cc1
    8.9 | 9.0 | -2.4 | -2.5 | 7.9 | -2.6 | -32.9 | -3.4 | 41.1 | 0.3
(44) Cc1cc(C)cc(-n2ccnc2SCC(=O)Nc2ccc3c(c2)OCCO3)c1
    6.9 | 0.5 | -1.3 | 1.5 | -10.3 | -1.3 | -16.9 | -3.4 | 15.1 | -0.4
(45) CCN(CC)C(=O)CSc1ncnc2sccc12
    2.9 | -3.2 | 9.4 | 0.9 | 9.8 | 1.0 | -15.9 | -2.1 | 12.1 | 0.0
(46) Nn1c(SCC(=O)Nc2ccccc2F)nnc1-c1cccnc1
    0.1 | -2.5 | -0.5 | -1.8 | -3.9 | 6.6 | -39.6 | 2.0 | 46.5 | -0.6
(47) CCOc1ccc(CN2CCN(Cc3cccn3-c3ncccn3)CC2CCO)cc1 (stereo not given)
    6.6 | -23.0 | -3.2 | -0.1 | 1.8 | -8.0 | 8.6 | 2.1 | 11.4 | -0.2
(48) Cc1ccc(Cl)cc1NC(=S)N(C)N
    -5.5 | 0.2 | 6.8 | 7.8 | -8.3 | -5.1 | 12.6 | -9.7 | 28.2 | 0.3
(49) CCOC(=O)c1ccc2[nH]c3c(c2c1)CCCC3C(=O)OCC (stereo not given)
    -8.3 | -20.2 | 3.4 | -0.4 | 1.8 | -0.8 | 14.4 | -10.7 | -4.4 | 0.1

An unsorted share of the library; any-hit rate near 6%.
